Source: PubChem (National Center for Advancing Translational Sciences (NCATS))
Lipid storage S3 = qHTS Assay for Lipid Storage Modulators in Drosophila S3 Cells | Drosophila S3 cells, BODIPY lipid droplet fluorescence, 18-24 h; cells fed with added oleic acid | Potency in µM for hits, for the others lipid storage change, negative = inhibition, % at the top dose, mostly 46.1 µM | 320,000 tested, 0.64% active; active means well fitted inhibition curve with a large enough effect in the signal ratio, with a control signal flat, not every such curve was filed as active; inconclusive means small, poorly fitted or top-dose-only effect, or effect the other way, or a change in a side signal; the % refers to the signal ratio
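Laser-scanning cytometry quantifies lipid droplet accumulation (500–530 nm total intensity; droplet/cell object ratio) in oleic acid-fed (400 uM added) Drosophila S3 cells treated with a concentration series. 20 uM Triacsin C defined 100% inhibition.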
Lipid storage S3 cell count max = second read-out of Lipid storage S3, no call of its own (marks repeat the call); cell number change, %; measured here: cell count max response;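 cells counted by Cell Tracker Red CMTPX staining in the red channel; peak over a dose series mostly up to 46.1 µM; percent activity relative to internal control wells on each plate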
The depositor's hits bear a star; [ ] = another dose, or the depositor's remark. On the % scale 0 is the no-effect control and ±100 the full control effect; potency means the concentration at half of the fitted maximal effect. These rows are one share of the data (hit frequency here may not be typical).

How did Cc1ccc(S(=O)(=O)N2CCOCC2)cc1C(=O)N1CCN(S(=O)(=O)c2cccc(F)c2)CC1 do in these assays?
Lipid storage S3: 20%; Lipid storage S3 cell count max: 8

How did COc1ccc(CNCCC(c2ccc(OC(C)C)cc2)c2ccccc2OC)cc1OC (centres undefined) do in these assays?
Lipid storage S3: inconclusive

How did CCOC(=O)c1c(NC(=O)COC(=O)CCOc2ccc(C)cc2)sc(C(=O)N(C)C)c1C do in these assays?
Lipid storage S3: inconclusive

What do the screens show for `O=C(CCc1nc2ccccc2c(=O)[nH]1)OCCOc1ccc(Cl)cc1`?
Lipid storage S3: inconclusive

What do the screens show for `O=C(CS(=O)(=O)c1ccc(F)cc1)Nc1nccs1`?
Lipid storage S3: inconclusive

What do the screens show for `COc1ccc(NC(=O)NC2CCCCC2C)cc1` (centres undefined)?
Lipid storage S3: 0%[9.22 µM]; Lipid storage S3 cell count max: 10

What do the screens show for `C=CCN(c1ccc(C(=O)Nc2ccc3c(c2)n(C)c(=O)n3C)cc1)S(C)(=O)=O`?
Lipid storage S3: inconclusive

What do the screens show for `O=C(Cn1nc(-c2ccco2)ccc1=O)Nc1ccc(Cl)c(Cl)c1`?
Lipid storage S3: inconclusive

What do the screens show for `COc1ccc(-n2c(/C=C3\C(=O)N(C)c4ccccc43)nc3ccccc3c2=O)cc1`?
Lipid storage S3: 8%; Lipid storage S3 cell count max: -1

How did O=C(O)C1CCCCC1C(=O)Nc1ccc(Cl)cc1 (centres undefined) do in these assays?
Lipid storage S3: inconclusive

Results for O=C(COC(=O)c1ccccc1)Nc1cccc(S(=O)(=O)N2CCOCC2)c1 ?
Lipid storage S3: inconclusive

How did Cc1[nH]c(=S)sc1Cc1ccc(Cl)c(Cl)c1 do in these assays?
Lipid storage S3: inactive; Lipid storage S3 cell count max: 17

In the list so far, two have fluorine:
How did Cc1ccc(S(=O)(=O)N2CCOCC2)cc1C(=O)N1CCN(S(=O)(=O)c2cccc(F)c2)CC1 do in these assays?
Lipid storage S3: 20%; Lipid storage S3 cell count max: 8

What do the screens show for `O=C(CS(=O)(=O)c1ccc(F)cc1)Nc1nccs1`?
Lipid storage S3: inconclusive

(list continues)
What do the screens show for `S=C(N/N=C/c1cccs1)NC1CC2CCC1C2` (centres undefined)?
Lipid storage S3: -7%; Lipid storage S3 cell count max: -20

Results for Cc1cccc(COc2ccc(S(=O)(=O)N3CCOCC3)cc2[N+](=O)[O-])c1 ?
Lipid storage S3: inconclusive

Results for O=C(CSCC(=O)Nc1ccccc1)N/N=C/c1c(O)ccc2ccccc12 ?
Lipid storage S3: -22%

What do the screens show for `CCOC(=O)c1c(=O)n(O)c2ccc(C)cc2[n+]1[O-]`?
Lipid storage S3: -14%; Lipid storage S3 cell count max: 9

How did O=C(CCCc1c[nH]c2ccccc12)N1CCN(c2ccc(N3CCOCC3)nn2)CC1 do in these assays?
Lipid storage S3: inconclusive

Results for Cc1csc(NC(=O)CCC(=O)N(CC(=O)NC2CCCC2)Cc2ccco2)n1 ?
Lipid storage S3: 9%; Lipid storage S3 cell count max: 6

How did O=C(O)COc1ccc2nsnc2c1Cl do in these assays?
Lipid storage S3: 7%; Lipid storage S3 cell count max: 3

What do the screens show for `Clc1ccc(C2=NN=C3COc4ccccc4N3C2)cc1`?
Lipid storage S3: inconclusive

How did COc1cccc(CNC(=O)CCCC(=O)NC(C)CCc2ccccc2)c1 (centres undefined) do in these assays?
Lipid storage S3: inconclusive

How did O=C(CCNC(=O)N1CC(=O)Nc2ccccc21)Nc1ccc(F)c(Cl)c1 do in these assays?
Lipid storage S3: inconclusive

Results for Cc1noc(NS(=O)(=O)c2ccc(NC(=O)CCN3C(=O)c4ccccc4C3=O)cc2)c1C ?
Lipid storage S3: -2%; Lipid storage S3 cell count max: 13

Results for Cc1nonc1NC(=O)c1oc2ccccc2c1C ?
Lipid storage S3: inconclusive

How did CN1CCN(CCc2nc3cc(NC(=O)COc4ccc([N+](=O)[O-])cc4)ccc3n2C)CC1 do in these assays?
Lipid storage S3: 22%; Lipid storage S3 cell count max: 1

Results for CC(=O)Nc1cccc(NC(=O)c2oc3ccccc3c2C)c1 ?
Lipid storage S3: inactive

What do the screens show for `CCNC(=O)NC(=O)C(C)OC(=O)C1CCN(S(=O)(=O)c2ccc(C)c(C)c2)CC1` (centres undefined)?
Lipid storage S3: -10%

What do the screens show for `Nc1nc(-c2cccnc2)nn1C(=O)c1ccccc1Cl`?
Lipid storage S3: 20%; Lipid storage S3 cell count max: -1

How did O=C(Nc1ccc(F)cc1F)c1cc(-c2ccco2)on1 do in these assays?
Lipid storage S3: inconclusive

What do the screens show for `COCC(C)n1c(SCC(=O)NNC(=O)c2ccccc2)nc2ccccc2c1=O` (centres undefined)?
Lipid storage S3: 17%; Lipid storage S3 cell count max: 0

What do the screens show for `Cc1cc(N2CCCCC2)ccc1[N+](=O)[O-]`?
Lipid storage S3: -1%; Lipid storage S3 cell count max: 20

What do the screens show for `CC(NC(=O)c1cnc2n(c1=O)CCS2)c1ccccc1` (centres undefined)?
Lipid storage S3: 11%; Lipid storage S3 cell count max: 7

Results for CCC(C)Sc1ccc([C@H]2N[C@@](Cc3ccccc3)(C(=O)OC)[C@H]3C(=O)N(CC)C(=O)[C@@H]23)cc1OC (some centres undefined) ?
Lipid storage S3: inconclusive

What do the screens show for `Cc1sc(NC(=O)c2sc3nc4c(C)cccc4cc3c2N)c(C#N)c1C`?
Lipid storage S3: -20%; Lipid storage S3 cell count max: 5

Results for Cc1ccc(C(=O)COC(=O)CNC(=O)c2ccc(N3C(=O)c4ccccc4C3=O)cc2)cc1C ?
Lipid storage S3: 2%; Lipid storage S3 cell count max: 21

How did CS(=O)(=O)c1ccc(Cl)c(NC(=O)CN2CCCC2c2ccc3c(c2)OCCCO3)c1 (centres undefined) do in these assays?
Lipid storage S3: inconclusive

Results for O=C(COC(=O)COc1cccc(Br)c1)Nc1c(Cl)cccc1Cl ?
Lipid storage S3: inconclusive

What do the screens show for `Cc1ccc(N2C(=O)c3ccccc3C2=O)cc1Cl`?
Lipid storage S3: 5%; Lipid storage S3 cell count max: -3

How did Cc1noc(C)c1CSCC(=O)NC1=NCCS1 do in these assays?
Lipid storage S3: inconclusive

How did Cc1ccc(S(=O)(=O)NNC(=O)Nc2ccc(C)c(C)c2)c(C)c1 do in these assays?
Lipid storage S3: inconclusive

What do the screens show for `COc1cc(CNc2ccccc2SC)ccc1O`?
Lipid storage S3: inconclusive

What do the screens show for `O=c1[nH]c(=O)n(Cc2ccccc2)c2nc(-c3ccc(C(F)(F)F)cc3)n(CCO)c12`?
Lipid storage S3: inconclusive

Results for COc1ccc(/C=N/NC(=S)NC2CCS(=O)(=O)C2)cc1 (centres undefined) ?
Lipid storage S3: 3%; Lipid storage S3 cell count max: 10

How did N/C(=N\OC(=O)CCCCCN1C(=O)c2ccccc2C1=O)c1ccccc1 do in these assays?
Lipid storage S3: inconclusive

What do the screens show for `O=C(CCN1C(=O)C2CC=CCC2C1=O)Nc1ccccc1Cl` (centres undefined)?
Lipid storage S3: 9%

Results for CCCSc1nc2cc(C)c(C)cc2n1CC(O)CO (centres undefined) ?
Lipid storage S3: inconclusive

Results for CCOCC(=O)Nc1cc([N+](=O)[O-])ccc1OC ?
Lipid storage S3: -7%; Lipid storage S3 cell count max: -4

Results for Cc1sc2ncnc(NCC(c3ccco3)N(C)C)c2c1C (centres undefined) ?
Lipid storage S3: inconclusive

Results for O=C(Nc1cccc(S(=O)(=O)N2CCCCC2)c1)C1CCN(C(=O)c2ccc(Cl)cc2)CC1 ?
Lipid storage S3: inconclusive

Results for CCC(Sc1nncn1C)C(=O)Nc1nnc(-c2ccccc2Cl)s1 (centres undefined) ?
Lipid storage S3: inactive

How did C=CCOc1c(OC)cc(Cl)cc1C1NC(=O)NC(C)=C1C(C)=O (centres undefined) do in these assays?
Lipid storage S3: inconclusive

How did COc1ccc(C2N(c3ccccc3)C(=O)C2(F)F)cc1OC (centres undefined) do in these assays?
Lipid storage S3: 9%; Lipid storage S3 cell count max: -10

Results for CC(OC(=O)[C@H](C)NC(=O)c1ccccc1Cl)C(=O)NCc1ccc2c(c1)OCO2 (some centres undefined) ?
Lipid storage S3: inconclusive

How did Cc1cc(=O)[nH]c(SCc2nnnn2-c2ccc(Cl)cc2)n1 do in these assays?
Lipid storage S3: -1%; Lipid storage S3 cell count max: 5

Results for CS(=O)(=O)N(CC(=O)Nc1cccc(Cl)c1)c1ccccc1Cl ?
Lipid storage S3: inconclusive

What do the screens show for `Cc1ccc(CN(CC(=O)NCc2ccc3c(c2)OCO3)C(=O)c2csnn2)cc1`?
Lipid storage S3: inconclusive

Results for CCOC(=O)c1ccc(NC(=S)N(CCN2CCCCCC2)Cc2cccs2)cc1 ?
Lipid storage S3: inconclusive

What do the screens show for `Cc1ccccc1NC(=O)c1c(C)nc(SCC(=O)OCc2ccccc2)c(C#N)c1-c1ccc(F)cc1`?
Lipid storage S3: 18%; Lipid storage S3 cell count max: 11

How did O=C(Nc1nc(-c2ccccc2)cs1)c1cccc([N+](=O)[O-])c1C(=O)O do in these assays?
Lipid storage S3: 8%; Lipid storage S3 cell count max: 2

How did COc1ccc(NCC(O)Cn2cnc3c2c(=O)n(C)c(=O)n3C)cc1 (centres undefined) do in these assays?
Lipid storage S3: inconclusive

Results for CCCCN(C)C(=O)c1cn(-c2cccc(OC)c2)c(=O)c2ccccc12 ?
Lipid storage S3: inconclusive

Results for CCCCN(CC)CCNC(=O)Cn1cnc2sc(C)c(S(=O)(=O)N3CCC(C)CC3)c2c1=O ?
Lipid storage S3: inconclusive

How did COc1ccccc1OCC(=O)OCc1cc(-c2ccco2)on1 do in these assays?
Lipid storage S3: inconclusive

Results for O=C(Nc1nnc(-c2ccncc2)o1)c1cccc(N2C(=O)CCC2=O)c1 ?
Lipid storage S3: 3%

How did Cc1cc(C(F)(F)F)n(-c2nc(C(=O)NN)cs2)n1 do in these assays?
Lipid storage S3: inconclusive

What do the screens show for `COC(=O)C1CN(C(=O)c2ccc(OC(F)F)cc2)c2ccccc2O1` (centres undefined)?
Lipid storage S3: inconclusive

Results for Cc1cc(NC(=O)CSc2nc3ccc(Cl)cc3[nH]2)no1 ?
Lipid storage S3: inactive

How did CC1CCc2c(sc(NC(=O)c3nc4ncccn4n3)c2C#N)C1 (centres undefined) do in these assays?
Lipid storage S3: -13%; Lipid storage S3 cell count max: 14

Results for CCc1nc(SCC(=O)Nc2ccc3c(c2)OCCO3)c2oc3ccccc3c2n1 ?
Lipid storage S3: 1%; Lipid storage S3 cell count max: 13

How did CN(CCc1cn[nH]c1)C(=O)CC1C(=O)NCCN1Cc1cccc(Oc2ccccc2)c1 (centres undefined) do in these assays?
Lipid storage S3: 17%; Lipid storage S3 cell count max: 11

How did C=CCn1c(O)c(CN2CCCCC2)c(C)c(C#N)c1=O do in these assays?
Lipid storage S3: inconclusive

How did S=C(Nc1ccccc1)Nc1nc2ccccc2n1CCOc1ccc(Br)cc1 do in these assays?
Lipid storage S3: 1%; Lipid storage S3 cell count max: 8

Results for Cc1cc(CNC(=O)c2cc(-c3ccccc3)nc3ccccc23)nn1C ?
Lipid storage S3: inconclusive

How did CCN1CCN(CCNC(=O)c2ccc3c(c2)N(Cc2ccc(F)cc2)C(=O)c2ccccc2S3=O)CC1 (centres undefined) do in these assays?
Lipid storage S3: inconclusive

Results for O=C(Nc1cccc(C(=O)O)c1)/C(=C\c1ccccc1)NC(=O)c1cccc2ccccc12 ?
Lipid storage S3: 2%; Lipid storage S3 cell count max: 21

What do the screens show for `CN1C2CCC1CC(NC(=O)c1ccc([N+](=O)[O-])cc1)C2` (centres undefined)?
Lipid storage S3: inconclusive

Results for CN(Cc1c(C(=O)N/N=C/c2cc(F)ccc2F)nnn1-c1nonc1N)C1CCCCC1 ?
Lipid storage S3: inactive; Lipid storage S3 cell count max: 3

How did O=C(Cn1cc(C(F)(F)F)cc(Cl)c1=O)Nc1ccc(N2CCOCC2)cc1 do in these assays?
Lipid storage S3: inconclusive

Results for N#C/C(=C(/O)CCl)c1nc(-c2ccccc2)cs1 ?
Lipid storage S3: 2%; Lipid storage S3 cell count max: -19

Results for O=C(N/N=C/C(Cl)=C/c1ccccc1)c1ccccc1F ?
Lipid storage S3: inconclusive

Gathered by group, the compounds so far with bromine.
Results for O=C(COC(=O)COc1cccc(Br)c1)Nc1c(Cl)cccc1Cl ?
Lipid storage S3: inconclusive

How did S=C(Nc1ccccc1)Nc1nc2ccccc2n1CCOc1ccc(Br)cc1 do in these assays?
Lipid storage S3: 1%; Lipid storage S3 cell count max: 8

Arranged by formula weight (highest first): part of the list above.
Results for O=C(Nc1cccc(C(=O)O)c1)/C(=C\c1ccccc1)NC(=O)c1cccc2ccccc12 ?
Lipid storage S3: 2%; Lipid storage S3 cell count max: 21

Results for Cc1cc(CNC(=O)c2cc(-c3ccccc3)nc3ccccc23)nn1C ?
Lipid storage S3: inconclusive

What do the screens show for `CN1C2CCC1CC(NC(=O)c1ccc([N+](=O)[O-])cc1)C2` (centres undefined)?
Lipid storage S3: inconclusive
